Compound activity: PubChem, National Center for Advancing Translational Sciences (NCATS)
Nrf2 activator – activators of Nrf2 (ARE) signaling. AREc32 ARE-luciferase reporter (MCF7-derived line), luminescence, 24 h. Potency, µM (highest dose often 46.1 µM), without a hit: at the top dose activation, actives largely listed as activators. 0.31% of 410,000 active. AID 624171; also: potency is read from the fitted curve at half-maximal effect; % of control where 0% means no effect; nearly all actives have a fitted effect of over 65% in size
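Cells of the AREc32 ARE-luciferase line are plated in OPTI-MEM containing 5% FBS and left overnight at 37 deg C. Compounds are pinned in, incubation continues 24 hr, and firefly luciferase signal is then measured.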
MCF10A rerep – induces DNA re-replication in MCF 10a normal breast cells. MCF 10A DNA re-replication, Hoechst nuclear intensity, 48 h. Potency, µM (top dose mostly 46.1 µM), for the others: at the highest dose activity, positive = re-replication, most hits filed as activators. 2.9% of 350,000 active; also: potency is read from the fitted curve at half-maximal effect; % of control where 0% means no effect; nearly all actives have a fitted effect of over 50% in size
ATXN2 expr inh – reduces ATXN2 reporter expression in HEK-293 cells; 0.72% of 360,000 active; HEK-293 ATXN2-luciferase reporter, luminescence, 24 h; Potency, µM (highest dose often 57 µM), without a hit: at the highest dose activity change, negative = inhibition, actives largely listed as inhibitors; also: potency is read from the fitted curve at half-maximal effect; % is scaled to controls: 0 for no effect and ±100 for the full control effect; nearly all actives have a fitted effect of over 55% in size
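ATXN2-luciferase reporter cells (luciferase flanked by upstream and downstream ATXN2 gene portions) were treated 24 h at 37 °C with compounds at up to 57 uM. SteadyGlo luminescence gave expression; GF-AFC fluorescence gave viability.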
HepG2 viability – counter-screen for TGF-b inhibitors: cytotoxicity in HepG2 cells | Potency, µM (titrated, usually from 46.1 µM), inactives show at the top dose activity change, negative = cytotoxicity, usual class: cytotoxic | 0.76% of 410,000 active | HepG2 CAGA-GFP viability, ATP luminescence, 18 h; also: potency is read from the fitted curve at half-maximal effect; some results filed as inactive show a strong effect at the top dose
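HepG2 CAGA-GFP cells (1000/well, DMEM with 1% FBS) received compound, then TGF-beta at 500 pg/mL final, and were incubated 18 hours at 37 degrees C. Viability was read by CellTiter-Glo luminescence. Media-only wells were set as complete cell-killing and DMSO as no toxicity.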
TGFb SMAD3 inh – TGF-b pathway inhibition; AID 588855; Potency, µM (titrated, usually from 46.1 µM), for the others: top-dose activity, negative = inhibition, hits mostly inhibitors; HepG2 CAGA-GFP TGF-b/SMAD3 reporter, GFP fluorescence, 18 h; TGF-beta stimulated, 500 pg/mL final; 1.2% of 410,000 active; also: potency is read from the fitted curve at half-maximal effect; % is scaled to controls: 0 for no effect and ±100 for the full control effect; nearly all actives have a fitted effect of over 65% in size
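GFP signal (ex488/em500-530) from TGF-beta-stimulated HEPG2 CAGA-GFP cells, 500 pg/mL final, 18 h at 37 degrees C in DMEM plus 1% FBS, normalized to unstimulated and DMSO-stimulated controls.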
ATXN viability – cell viability loss in ATXN counter-screen | 0.49% of 400,000 active | Potency, µM (series often up to 56.7 µM), usual class: cytotoxic | S2 cells (HEK-293 line with an ATXN2-luciferase reporter) viability, CellTiter-Fluor protease fluorescence, 24 h; also: potency is read from the fitted curve at half-maximal effect; nearly all actives have a fitted effect of over 40% in size
A549 tox – kills or reduces viability of A549 cells in Nrf2 counter-screen. 0.16% of 390,000 active. Potency, µM (series often up to 46 µM), for the others: top-dose activity change, negative = cytotoxicity, actives largely listed as inhibitors. A549 ARE-Fluc cells, CellTiter-Fluor viability, 18-24 h. AID 504648; also: potency is read from the fitted curve at half-maximal effect; % is scaled to controls: 0 for no effect and ±100 for the full control effect
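A549 ARE-Fluc cells in 5% FBS OPTI-MEM, 5000 cells/well, rested 2 h then exposed to compounds in concentration-response for 18-24 h at 37 °C. Viability by CellTiter-Fluor fluorescence (Ex 405/Em 525) after 30 min; luciferase luminescence (BugLite, 15 min, RT) read afterwards.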
Nrf2 block – inhibitors of Nrf2 signaling; A549 ARE-Fluc reporter, luciferase luminescence, 18-24 h; Potency, µM (titrated, usually from 46 µM), for the others: at the top dose activity change, negative = inhibition, usual class: inhibitors; 2.1% of 360,000 active; also: potency is read from the fitted curve at half-maximal effect; % is scaled to controls: 0 for no effect and ±100 for the full control effect; nearly all actives have a fitted effect of over 60% in size
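Quantitative HTS in A549 cells stably bearing an antioxidant response element-firefly luciferase construct. Inhibition of Nrf2-driven transcription was scored by luminescence after 18-24 h of compound exposure at 37 °C.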
IL1B secr inh – blocks inflammasome-driven IL-1 beta release | THP-1 LPS/ATP IL-1B secretion, AlphaLISA, 16 h; stronger effect = lower value | AID 743279 | 4.7% of 360,000 active | activity change, % at 57.5 µM; in the data active = activity change below about -50%; inconclusive = mostly about -30% to -49%; also: % is scaled to controls: 0 for no effect and ±100 for the full control effect
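Secreted IL-1B measured by AlphaLISA bead assay after 16 h compound exposure of THP-1 cells; compounds (final up to 57.5 uM) added 1 h before LPS (250 ng/mL) and ATP (1.25 mM) stimulation; lower signal means less secretion.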
The depositor's hits bear a star; i = inactive; ? = inconclusive; · = no result given; & = joins results of further samples; [ ] = dose if it differs, or a comment. Unless noted, calls follow the shape of the dose curve; as a rule, active = well fitted curve in the direction sought with a large enough effect; inconclusive = small, poorly fitted or top-dose-only effect, or another doubt; inactive = no such curve, though single readings can be large; an effect the other way counts as inactive or inconclusive. Random draw from the library; any-hit rate near 8.8%.

no.	SMILES	Nrf2 activator	MCF10A rerep	ATXN2 expr inh	HepG2 viability	TGFb SMAD3 inh
1	Cc1cc(=O)n(CC(=O)O)c2ccccc12	-0.2%	?	-17%	7%	8%
2	NC(=S)N/N=C/c1ccccc1O	4.3%	-3%	7%	-26%	-4%
3	CCN(CC)C(=O)c1sc(NC(=O)c2ccoc2C)c(C(=O)OC)c1C	9.1%	10%	-10%	-7%	8%
4	CCOc1ccccc1NC(=O)Cn1c(=O)ccc2cc(S(=O)(=O)N3CCC(C)CC3)ccc21	0.8%	·	-10%	-7%	?
5	Cc1cccc(NC(=O)C(Cc2ccccc2)N2Cc3ccccc3C2=O)c1C (stereo unspecified)	0.4%	·	·	-9%	-1%
6	CC1(C)Cc2noc(N)c2C(C)(C)N1OC(=O)c1ccccc1	-0.2%	-6%	-7%	-14%	1%
7	CC(C)NCC(O)COCCOc1ccc(Cl)cc1 (stereo unspecified)	1.6%	5%	·	-14%	-19%
8	COc1cc(C=C2Cc3ccccc3C2=O)cc(OC)c1OC	7.1µM*	·	16%	-9%	-14%
9	CC1CCN(c2ncnc3c2cnn3-c2ccc(F)cc2)CC1	0.6%	·	83%[activator]	-14%	-8%
10	COc1cccc(C2C(C#N)=C(N)Oc3c2oc(CO)cc3=O)c1 (stereo unspecified)	0.2%	-2%	9%	-22%	?
11	O=C(NCCc1ccccc1F)c1cccc2cccnc12	?	?	66%[activator]	5%	17%
12	O=C(Nc1ccc(F)cc1)C1CCCN(S(=O)(=O)c2ccc3[nH]c(=O)ccc3c2)C1 (stereo unspecified)	0.3%	-5%	-14%	-24%	0%
13	Cc1c(CC(=O)N2CCN(C(=O)C3COc4ccccc4O3)CC2)c(=O)oc2cc(O)cc(O)c12 (stereo unspecified)	1.6%	-1%	-2%	10%	1%
14	Cn1c(SCC(=O)Nc2ccccc2F)nc2c(c1=O)SCC2	0.2%	14%	-7%	-25%	-6%
15	O=C(CCCn1c(=S)[nH]c2cc3c(cc2c1=O)OCO3)N1CCN(C2CCCCC2)CC1	0.3%	11%	1%	-16%	-14%

no.	ATXN viability	A549 tox	Nrf2 block	IL1B secr inh
1	i	3%	12%	18
2	i	1%	0%	5
3	i	2%	-21%	?
4	i	4%	·	·
5	·	0%	6%	·
6	i	-1%	0%	-5
7	i	1%	-1%	-9
8	i	·	·	17
9	i	13%	·	·
10	i	-10%	6%	0
11	i	1%	?	11
12	?	-1%	?	5
13	·	8%	5%	-11
14	i	11%	?	27
15	i	3%	?	0

Rewritten with each value named: 2 of the compounds above
1: Cc1cc(=O)n(CC(=O)O)c2ccccc12
  Nrf2 activator = -0.2%	MCF10A rerep = ?	ATXN2 expr inh = -17%	HepG2 viability = 7%	TGFb SMAD3 inh = 8%	ATXN viability = i	A549 tox = 3%	Nrf2 block = 12%	IL1B secr inh = 18
2: NC(=S)N/N=C/c1ccccc1O
  Nrf2 activator = 4.3%	MCF10A rerep = -3%	ATXN2 expr inh = 7%	HepG2 viability = -26%	TGFb SMAD3 inh = -4%	ATXN viability = i	A549 tox = 1%	Nrf2 block = 0%	IL1B secr inh = 5

(continued)
no.	SMILES	Nrf2 activator	MCF10A rerep	ATXN2 expr inh	HepG2 viability	TGFb SMAD3 inh
16	O=C(CC1c2ccccc2Oc2ccccc21)Nc1ccccc1F	0.2%	?	?	-14%	-21%
17	O=C(c1ccc2n[nH]nc2c1)N1CCN(c2ccc(C(F)(F)F)cn2)CC1	0.0%	-3%	?	4%	3%
18	CCCc1cc(=O)[nH]c(Nc2ccc(N3CCCCC3)cc2)n1	0.7%	2%	-1%	-8%	-18%
19	CCCCn1nnnc1SCC(=O)N1CCOCC1	-0.2%	3%	24%	3%	1%
20	COc1ccc(-c2cc(C(=O)N3CCN(c4ccccc4)CC3)c3ccccc3n2)cc1	4.4%	13µM*	-7%	-2%	-27%
21	COc1ccc(CCNC(=O)c2cc(-c3ccccc3)on2)cc1OC	0.9%	-7%	-15%	2%	8%
22	COCCCNc1nc2nonc2nc1N(C)CC1CCCN1C (stereo unspecified)	3.8%	-2%	·	-31%	4%
23	COC(=O)C1=C(C)N(CCCC(=O)O)C(=O)NC1c1cccc(Cl)c1Cl (stereo unspecified)	-1.4%	0%	7%	2%	-16%
24	CCOC(=O)[C@]12CCC=C1N(Cc1ccco1)C(=O)[C@H](CC(=O)N1CCCCC1)C2	0.5%	·	12%	·	·
25	Cc1cc(C)cc(NC(=O)CCCN2C(=O)COc3ccc(C)cc32)c1	5.7%	·	·	-23%	·
26	Fc1ccc(-c2ccc(/C=N\n3cnnc3)o2)cc1Cl	3.5%	-3%	4%	-9%	1%
27	Cc1oc(-c2ccc(Cl)cc2)nc1CS(=O)CC(=O)NCCCN1CCCC(C)C1 (stereo unspecified)	3.5%	-5%	-19%	-20%	-11%
28	O=C(CN1CCCSc2ccccc21)N1CCN(S(=O)(=O)c2ccccc2)CC1	-0.2%	13%	-10%	-4%	0%
29	C=CCc1cc(S(=O)(=O)c2ccc(O)c(CC=C)c2)ccc1O	-1.6%	19%	·	-26%	?
30	Cc1ccc(N/N=C2\CS(=O)(=O)N(C)c3ccsc32)cc1	?	2%	37%	-14%	7%

no.	ATXN viability	A549 tox	Nrf2 block	IL1B secr inh
16	i	0%	0%	11
17	i	-12%	15µM*	34
18	i	·	3%	-3
19	i	-8%	3%	23
20	?	-9%	?	97
21	i	-15%	-27%	27
22	i	0%	?	1
23	i	-2%	15%	-8
24	i	·	·	-8
25	·	1%	?	·
26	i	0%	0%	-14
27	i	2%	1%	?
28	?	-6%	-13%	-12
29	i	6%	1%	9
30	i	-1%	?	-9

Further records:
no.	SMILES	Nrf2 activator	MCF10A rerep	ATXN2 expr inh	HepG2 viability	TGFb SMAD3 inh
31	O=C(Cc1ccccc1)Nc1ccccc1N1CCCC1	-0.6%	5%	-3%	-7%	2%
32	CC(NC(=O)CN1C(=O)NC2(CCc3ccccc32)C1=O)c1ccc2c(c1)OCCO2 (stereo unspecified)	-1.5%	-3%	2%	5%	2%
33	COc1ccc(C)cc1NC(=O)CN1CCN(S(=O)(=O)c2ccc(F)cc2)CC1	-0.2%	1%	-3%	-7%	16%
34	COc1cccc(/C=N/NC(=O)CNC(=O)c2cccnc2)c1O	0.2%	?	?	0%	0%
35	CCCCNC(=O)c1ccc(NC(=O)CC2SC(N3CCCC3)=NC2=O)cc1 (stereo unspecified)	0.0%	15%	·	10%	0%
36	COC(=O)c1sc(S(=O)(=O)Nc2ccc3cn[nH]c3c2)c(C(=O)OC)c1C	0.0%	9%	5%	3%	-1%
37	COc1cc(/C=C2\S/C(=N/S(=O)(=O)c3ccc(C)cc3)NC2=O)c([N+](=O)[O-])cc1OC	-0.8%	0%	·	1%	-14%
38	COc1cc(OC)cc(C(=O)NC(=S)NCCc2ccccc2)c1	0.3%	1%	-50%	-14%	12%
39	COc1ccccc1NC(=O)N1CCCC1C(=O)Nc1nnc(C(C)C)s1 (stereo unspecified)	0.0%	2%	0%	-10%	-1%
40	OCC1C2c3ccccc3C(c3ccccc32)C1CO (stereo unspecified)	-0.7%	-14%	-12%	17%	-4%
41	CCCN1CCC(NC(=O)Cc2ccccc2C)CC1	-0.2%	4%	7%	-5%	-18%
42	Cc1cccc(-c2nc3ccc(C(=O)NCCN4CCN(C)CC4)cc3nc2-c2cccc(C)c2)c1	-3.4%	8%	·	13µM*	?
43	COc1cc2c(c(OC)c1OC)-c1ccc(SC)c(=O)cc1C(NC=O)CC2 (stereo unspecified)	1.9%	?	-14%	-34%	-91%
44	O=C(CCCN1C(=O)CCC1=O)Nc1cccc(C(F)(F)F)c1	2.3%	-4%	0%	13%	21%
45	CC(C)N(C)C1CCN(C(=O)Nc2ccc(Cl)c(Cl)c2)CC1	0.2%	10%	-34%	46%	70%[activator]

no.	ATXN viability	A549 tox	Nrf2 block	IL1B secr inh
31	i	3%	3%	2
32	i	-1%	-1%	5
33	i	0%	?	-9
34	i	1%	24%	128
35	i	9%	0%	33
36	i	-7%	4%	15
37	·	-3%	5%	-6
38	i	-3%	14%	-6
39	i	-1%	17%	6
40	i	-3%	-20%	·
41	i	24%	14%	-9
42	?	?	?	-23
43	?	?	16%	30
44	i	-3%	10%	9
45	i	19%	-1%	0

Along the list, from the results shown.
Compounds 36 to 43 in HepG2 viability: 3%, 1%, -14%, -10%, 17%, -5%, 13µM*, -34%
Compounds 36 to 43 in ATXN2 expr inh: 5%, ·, -50%, 0%, -12%, 7%, ·, -14%

Following part:
no.	SMILES	Nrf2 activator	MCF10A rerep	ATXN2 expr inh	HepG2 viability	TGFb SMAD3 inh
46	Cc1ccccc1C(=O)/C=C1/c2ccccc2CC(C)(C)N1C	0.0%	?	-18%	-35%	5%
47	CCC(C)NS(=O)(=O)c1ccc(NS(=O)(=O)c2ccc(F)cc2)cc1 (stereo unspecified)	-0.6%	1%	0%	-20%	-23%
48	COc1cccc(-c2nc(CS(=O)(=O)CC(=O)NCCc3ccc(OC)c(OC)c3)c(C)o2)c1	-0.3%&3.8%	0%	-12%	-2%&-41%	?
49	CCc1ccc(CCC(=O)Nc2nnc(CC)s2)o1	-0.8%	13%	2%	-19%	-3%

no.	ATXN viability	A549 tox	Nrf2 block	IL1B secr inh
46	i	-5%	·	-1
47	i	7%	?	0
48	i	-9%&-17%	5%&-27%	15
49	i	-6%[1.84 µM]	-13%	-2
